# Bioassay records from PubChem BioAssay.
# APJ antag – antagonists of human apelin receptor APJ, primary screen, CHO-K1 cells, beta-arrestin complementation, luminescence; inhibition, % at 20 µM; 330,000 compounds, 0.32% hits;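 active = inhibition above about 40% at 20 µM, limit read from the data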;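 also: cells challenged with 10 nM apelin-13 agonist together with compound; plate controls were apelin-13 plus DMSO wells for no effect and DMSO wells lacking apelin-13 for full effect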
# Target sequence (P35414 whole entry, looked up): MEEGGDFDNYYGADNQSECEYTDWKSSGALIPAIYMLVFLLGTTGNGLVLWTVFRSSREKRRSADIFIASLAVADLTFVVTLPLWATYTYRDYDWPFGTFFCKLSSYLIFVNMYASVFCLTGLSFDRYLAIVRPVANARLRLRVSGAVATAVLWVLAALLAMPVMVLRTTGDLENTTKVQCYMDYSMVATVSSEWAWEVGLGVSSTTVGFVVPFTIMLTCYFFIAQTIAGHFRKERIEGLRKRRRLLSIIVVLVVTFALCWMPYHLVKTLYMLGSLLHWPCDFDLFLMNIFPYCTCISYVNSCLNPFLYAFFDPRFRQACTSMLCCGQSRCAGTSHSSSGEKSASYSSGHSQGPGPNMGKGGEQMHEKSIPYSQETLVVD
# NLRP3 yeast inh – NALP3 inflammasome inhibitors in reconstituted yeast, primary screen, luminescence, uHTS; inhibition, % at 10 µM; AID 2825, 2010; 330,000 compounds, 0.39% hits; Yeast reconstituted NLRP3/ASC/caspase-1, beta-gal luminescence, 24 h;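 active = inhibition of 50% or more; inactive = inhibition below 50%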;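 also: plate controls were induced DMSO wells for no effect and uninduced yeast grown without galactose for full effect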
# tim23-1 inh – growth inhibitors of tim23-1 mutant yeast, primary screen, luminescence, uHTS; S. cerevisiae tim23-1 growth, BacTiter-Glo luminescence, 24 h; inhibition, % at 20 µM; 330,000 compounds, 1.3% hits; AID 463212, 2010;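 active = growth inhibition of the mutant yeast at or above 50%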;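 also: temperature-sensitive mutant grown at 25 °C; plate controls were DMSO-treated mutant yeast for no effect and medium wells lacking yeast for full effect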
# MPTP block – mitochondrial permeability transition pore inhibitors, primary screen, biochemical, isolated mouse mitochondria, absorbance. Ca2+ swelling absorbance, 30 min. inhibition, % at 10 µM. 360,000 compounds, 1.4% hits. AID 602449, 2012;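 active = inhibition of 50% or more, scaled per plate between neutral and stimulator controls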;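 also: 0% = DMSO wells given calcium and 100% = 1 mM EGTA wells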
# TIM10 inh – growth inhibitors of isogenic TIM10 control yeast, primary screen, counter-screen for tim10-1 yeast inhibitor project, luminescence, uHTS; S. cerevisiae TIM10 strain growth, BacTiter-Glo luminescence, 24 h; inhibition, % at 10 µM; 330,000 compounds, 1.4% hits;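 active = inhibition of 40% or more at the single tested concentration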;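 also: wild-type TIM10 isogenic control strain grown at permissive 25 °C; 0% = DMSO yeast wells and 100% = minimal medium wells without yeast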
# tim10-1 inh – growth inhibitors of tim10-1 mutant yeast, primary screen, luminescence, uHTS; S. cerevisiae tim10-1 ts strain growth, BacTiter-Glo, 24 h; inhibition, % at 20 µM; 330,000 compounds, 2.2% hits; AID 463190, 2010;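 active = inhibition of at least 40%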;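 also: mutant grown at 25 °C; 0% = DMSO wells with yeast and 100% = wells holding no yeast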
# NR3A LBD binder – binders of NR3A ligand-binding domain, primary screen, biophysical, differential scanning fluorimetry, uHTS; Glutamate receptor ionotropic, NMDA 3A (GRIN3A) ligand-binding domain; NR3A LBD differential scanning fluorimetry, Tm shift; 0% = protein alone, 100% = glycine-bound protein; Tm shift relative to glycine control, % at 25 µM; 340,000 compounds, 2.5% hits; AID 1259313, 2017;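 active = melting temperature shift of at least 10% of the positive control shift, at one fixed dose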
# APJ agonist – agonists of human apelin receptor APJ, primary screen, CHO-K1 cells, PathHunter beta-arrestin, luminescence. P35414. 0% DMSO wells, 100% apelin. activation, % at 20 µM. 330,000 compounds, 0.11% hits;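 active = activation more than six SD over the plate average, tested at 20 µM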;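 also: 0% = DMSO alone and 100% = apelin-13 at 10 nM; some results filed as inactive read as strong as hits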
#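 Assay system – PathHunter CHO-K1 APJ (AGTRL-1) beta-arrestin reporter cells · Compound – one dose, 20 µM compound, 1% DMSO · Timing – compound 90 min 25 °C, reagent 1 h · Measured by – luminescence from split beta-galactosidase complementation, Galacton Star/Emerald II substrate · Measure – beta-arrestin recruitment to APJ as agonist activity, luminescent signal · Benchmarks – DMSO vs Apelin-13 10 nM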
# MIN6 prolif – inducers of MIN6 beta-cell proliferation, primary screen, ATP luminescence, uHTS. AID 2380, 2010. proliferation, % at 10 µM. MIN6 cells proliferation, ATPlite luminescence, 48 h; cells starved in 0.2% serum; 100% = growth in 10% serum. 330,000 compounds, 0.29% hits;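 active = compounds whose signal lies at least 3.5 SD above the mean of all wells on their plate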;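 also: 0% = DMSO-treated cells in low-serum medium and 100% = 10% serum control; some compounds called inactive have numbers as strong as hits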
# An asterisk follows results filed as active; nt = not tested or not shown; & = joins results of further samples; ! = a repeat was not active.
# The opening two compounds (preview)
SMILES,APJ antag,NLRP3 yeast inh,tim23-1 inh,MPTP block,TIM10 inh,tim10-1 inh,NR3A LBD binder,APJ agonist,MIN6 prolif
NC(=O)CC(NC(=O)Cc1cccc2ccccc12)c1ccc(N2CCC(Cc3ccccc3)CC2)c([N+](=O)[O-])c1 (centres undefined),8,12,-20,0.7,0,8,-4,-7,0
O=C(/C=C/c1cccc([N+](=O)[O-])c1)N1CCOCC1,-18,6,9,-0.1,-3,6,-2,-1,0

# The listing, from the first entry:
SMILES,APJ antag,NLRP3 yeast inh,tim23-1 inh,MPTP block,TIM10 inh,tim10-1 inh,NR3A LBD binder,APJ agonist,MIN6 prolif
NC(=O)CC(NC(=O)Cc1cccc2ccccc12)c1ccc(N2CCC(Cc3ccccc3)CC2)c([N+](=O)[O-])c1 (centres undefined),8,12,-20,0.7,0,8,-4,-7,0
O=C(/C=C/c1cccc([N+](=O)[O-])c1)N1CCOCC1,-18,6,9,-0.1,-3,6,-2,-1,0
O=c1[nH]c2cc(Br)cnc2nc1/C=C(\O)c1ccc(F)cc1,-7,18,-2,1.4,7,6,-2,2,0
COc1ccccc1C(=O)Oc1ccccc1C(=O)Nc1ccccc1,17,26,49,3.0,41*,7,-2,-3,-4
CCNCC(O)COCC(O)CNCC (centres undefined),13,18,10,-0.4,-3,12,1,-2,3
O=C(CC1C(=O)NCCN1Cc1cccc(C(F)(F)F)c1)NCCCOc1cccnc1 (centres undefined),5,10,2,-0.6,-4,-7,-6,-6,4
CC(C)OC(=O)c1ccc(N2CCN(c3ccccc3F)CC2)nc1,-3,21,27,0.2,-18,15,3,-4,-2
O=C(N/N=C/c1ccc(O)cc1O)C(=O)N/N=C/c1ccc(O)cc1O,-5,1,-16,1.4,-14,-4,36*,2,-2
O=C(c1cccc(Cl)c1)C1CCCN(C(=O)c2ccc3c(c2)OCO3)C1 (centres undefined),10,16,19,-1.6,-30,1,-3,-3,7
CC(C)Oc1cccc(C(=O)N/N=C/c2coc3ccccc3c2=O)c1,-10,-1,34,-0.6,9,4,1,-1,0
Nc1nonc1C(=O)NCCNCc1ccccc1,11,3,7,1.1,-7,15,1,0,-6
COc1cc([C@H]2OC[C@H]3[C@@H]2CO[C@H]3c2ccc(O)c(OC)c2)ccc1O,4,9,9,0.6,0,0,-1,-3,0
CCC(C)N(C(=O)COC(=O)c1ccc(=O)n(Cc2ccccc2)n1)C1CCS(=O)(=O)C1 (centres undefined),-35,17,-7,1.1,-4,-27,-1,-6,1
CC(NC(=O)c1ccccc1F)C12CC3CC(CC(C3)C1)C2 (centres undefined),-6,51*,34,-0.6,23,21,3,-4,-3
O=C(CSc1nc2scc(-c3ccccc3)c2c(=O)[nH]1)NC1CCCCC1,11,22,-10,nt,4,9,nt,3,-5
CCOc1ccc(S(=O)(=O)NCC2CCCO2)cc1NC(=O)c1ccccc1F (centres undefined),6,12,-9,-0.9,-11,0,1,-3,-3
CCOc1ccc(N(CC(=O)NC2CCCC2)C(=O)Cn2nnc(-c3ccc(C)o3)n2)cc1,-9,20,13,0.8,7,-2,1,0,1
Cc1cc(C)n(-c2nc(-c3cccc(Cl)c3)cs2)n1,-13,23,19,1.7,-13,-7,-6,-1,-1
c1ccc2c(NCCCN3CCOCC3)c3ccccc3nc2c1,-21,-14,-32,nt,4,-22,nt,-1,-7
CC(C)(C)/C=N/NC(=O)C1CC1,-12,12,7,-0.2,0,-18,-1,-4,0
Cc1ccc(OCCNC(=O)C2CC(=O)N(Cc3ccccc3)C2)cc1 (centres undefined),10,11,8,0.8,-5,-8,0,0,-4
O=C(c1ccc(NC2=NC3CS(=O)(=O)CC3S2)cc1)N1CCN(c2ccccc2)CC1 (centres undefined),-9,-3,-11,-0.2,-3,-25,1,-5,1
CCCc1ccc2oc(C(=O)N3CCN(CCC(N)=O)CC3)c(C)c2c1,-14,18,9,-1.2,0,-6,-1,-1,-1
CN(C(=O)c1ccc(NC(=O)Cc2ccc([N+](=O)[O-])cc2)cc1)C1CCCC1,-2,7,7,4.2,-3,17,-9,1,-3
CCCCCCCCNC(=O)/C(C#N)=C/c1ccc(SC)cc1,16,19,44,26,29,50*,-3,2,-3
O=C1CN(C(=O)CC2c3ccccc3-c3ccccc32)CC(=O)N1,5,5,11,-2.1,2,7,1,-6,0
Cc1ccc(/C=N/NC(=O)c2cccnc2)s1,18,5,4,1.2,-4,21,0,-2,-1
Cn1cc(C(=O)c2ccc(F)cc2)cc1-c1nc2ccccc2n1C,-5,24,-3,4.6,0,-18,0,-5,-3
Cc1ccc(S(=O)(=O)N2[C@@H](c3ccccc3F)C(C(=O)O)=CC[C@H]2c2ccc(Cl)c(Cl)c2)cc1,9,-10,11,4.8,8,25,-20,-7,-6
COCCn1cnnc1SCC(=O)Nc1cccc(S(=O)(=O)N2CCCCC2)c1,5,17,12,0.0,-3,6,0,-1,-3
Clc1ccc(OCc2nn3c(-c4ccco4)nnc3s2)c(Cl)c1,8,5,12,19,10,17,10,-3,-1
COCc1ccc(CN2CCCC(CCC(=O)NCc3ccc(C)o3)C2)o1 (centres undefined),2,9,20,0.8,9,5,-2,0,2
COc1ccc2ccccc2c1/C=N/N1C(=O)CSC1=S,-14,22,35,0.6,25,14,0,-2,0
O=C(COC(=O)[C@@H]1CCCN1S(=O)(=O)c1ccc(Cl)cc1)NC1CC1,-9,11,-1,-2.7,-7,-8,2,8,-1
CC(=O)c1ccc(S(=O)(=O)N2CCN(C(C)C(=O)N(C)Cc3ccccc3)CC2)cc1 (centres undefined),-19,9,5,0.1,2,-2,-3,-2,-1
Cc1ccc(C2=NS(=O)(=O)N(C)C(C(=O)NCc3cccs3)=C2)cc1,8,10,-7,0.0,3,-5,-4,-2,-3
O=C(CCC(=O)Nc1ccc(Br)cc1)N/N=C/c1ccc(F)cc1,-2,5,18,1.7,4,-23,-1,-4,-1
CCN(CC)CCCn1c2c(c(SCC(=O)Nc3ccc4c(c3)OCCO4)nc1=O)CCC2,18,-5,-15,-2.2,-13,-12,-1,5,-3
COc1ccc(-c2noc(CSc3nc4sc(C)c(C)c4c(=O)n3-c3ccccc3)n2)cc1,15,11,-5,1.2,2,-6,-1,-3,-2
COc1cccc(NC(=S)N(Cc2ccco2)C(C)c2ccco2)c1 (centres undefined),-18,4,34,-0.2,11,29,-1,3,2
Cc1cccc(C(=O)Nc2ccccc2C(=O)Nc2ccc(C(=O)O)cc2)c1,6,9,-7,-1.6,-3,-2,1,0,-3
CC1=CC(=O)c2ccccc2C1=O,-14&11,-13&13,51*!,-1.1&1.3,7&15,18&20,-2&-4,9&13,-8&-8
COc1ccc(C2Nc3ccccc3C(=O)N2c2ccccc2)cc1CSc1ccccn1 (centres undefined),4,14,0,-0.3,13,20,18*,-2,4
CC(Sc1nnc(C2CC2)n1-c1ccccc1)C(=O)N1CCNC1=O (centres undefined),9,6,-4,-1.1,1,-7,5,2,1
CCOC(=O)c1sc2nc(CC(=O)OC)nc(NCCN(CC)CC)c2c1C,8,26,14,-0.3,24,-3,2,-6,-2
CCC(C)NC(=O)Cn1cnc2sc(C)c(S(=O)(=O)N3CCN(c4ncccn4)CC3)c2c1=O (centres undefined),2,-7,5,-0.5,10,10,14*,-3,0
Cc1ccc(C(=O)OCC(=O)NCc2cc(C)c(O)c(C)c2)cc1S(=O)(=O)N1CCCCC1,-4,12,-3,-0.2,0,-1,-2,-1,-1
Cc1ccc(CNC(=O)c2c(-c3ccccc3)sc3ccccc23)o1,4,16,22,0.2,4,7,1,-5,-2
Cc1nnc(NC(=O)CN2CCN(Cc3ccc(F)cc3Cl)CC2)s1,5,-4,-8,-0.8,-4,-10,-2,-2,0
CCCCNC(=S)N/N=C/c1sccc1C,15,39,43,0.9,59*,31,-2,-4,-1

# Other entries follow:
SMILES,APJ antag,NLRP3 yeast inh,tim23-1 inh,MPTP block,TIM10 inh,tim10-1 inh,NR3A LBD binder,APJ agonist,MIN6 prolif
CCOc1ccc(CCNC(=O)CSc2cc(=O)n(CC)c3ccccc23)cc1OCC,-16,6,11,0.6,15,20,-2,0,0
CCN(CC)CCCN(Cc1cc2cc(OC)ccc2[nH]c1=O)C(=O)Nc1ccc(F)cc1,4,2,15,5.2,-6,-12,1,2,-5
O=C(COc1ccc(F)cc1)N1CCCc2ccccc21,22,1,20,1.3,10,23,-1,-4,-3
O=C(Nc1ccc(Cl)cc1)c1nc[nH]c1C(=O)N1CCN(c2ccccc2)CC1,-1,21,-2,-1.1,11,6,-7,-2,5
O=S(=O)(/N=C(/Nc1nc2ccccc2s1)c1ccccc1)c1ccccc1,-104,4,27,2.9,12,21,-5,0,-8
N#CC1(c2ccccc2)CCC(=O)N1Cc1ccccc1 (centres undefined),12,-14,21,0.0,22,16,1,-3,-2
O=C(CN(CCc1ccccc1)C(=O)CN1C(=O)COc2ccccc21)NCc1ccco1,16,-12,8,-2.8,-4,32,-1,-4,-2
Cc1ccc2cccc(OCc3cccc([N+](=O)[O-])c3)c2n1,10,30,34,1.5,5,35,4,-4,5
Brc1ccc2[nH]c3c(N4CCc5ccccc5C4)ncnc3c2c1,-23,13,42,nt,43*,37,6,22,-5
O=C(Nc1ccc2ncccc2c1)c1ccccc1Cl,-4,3,4,-1.1,-6,11,1,-1,-3
COC(=O)c1ccc(NC(=O)Nc2ccc(OC)cc2)cc1,-36,20,-7,8.5,-28,-26,10*,-2,-3
COc1ccc(CN2CCc3c([nH]c4ccccc34)C2)cc1Br,-12,20,27,1.1,30,20,-6,9,-4
N[C@@H](Cc1ccc(O)cc1)c1nnc([C@H](CO)NC(=O)C2CCNCC2)o1,-1,5,-6,-3.6,-12,-26,-3,-4,1
CCN1C(=O)CC(Sc2ccccc2C(=O)O)C1=O (centres undefined),33,20,14,-1.7,4,-15,2,2,2
Cc1cc(C(=O)N/N=C/c2ccc[nH]2)no1,-8,2,-2,-1.1,3,14,-5,-2,0
O=C(NCCOc1ccccc1F)C1CCC(=O)N(CC2CCCCC2)C1 (centres undefined),13,17,13,0.4,2,14,0,-8,-1
O=C(NC(=S)NCc1ccccc1)c1cccc(Cl)c1,-3,20,49,1.5,20,4,-3,-4,-5
Cc1nc(C#N)c(NCc2ccc3c(c2)OCO3)o1,-9,18,5,-3.7,-3,-11,2,-1,1
O=C(CCc1nnc(-c2ccc3c(c2)OCO3)o1)NC(c1cccnc1)C(F)(F)F (centres undefined),-7,23,-2,0.0,4,1,2,0,2
Nc1nc(SCC(=O)Nc2cccc([N+](=O)[O-])c2)n[nH]1,-4,23,-3,0.2,-3,-5,1,-4,-3
Cc1cc(C)c(NC(=O)C(=O)NCc2ccco2)c(C)c1,14,22,5,1.3,-4,-2,-1,1,-2
CCCn1nnc(NC(=O)/C=C/c2ccccc2)n1,-12,4,13,-2.1,12,-10,-1,0,-2
COc1ccccc1NC(=O)CCCC(=O)OCC(=O)c1ccc(F)cc1,-2,7,12,1.2,6,25,1,-3,2
O=[N+]([O-])c1ccc(CNc2ccc(Cl)cc2)s1,-3,31,61*,1.6,56*,57*,-3,7,-4
